Screens: PubChem, Broad Institute
LGR2 antag = inhibitors of bursicon-induced LGR2 CRE-luciferase signal, primary screen, cell-based, HEK293, CRE-luciferase reporter, bursicon stimulation. Drosophila bursicon receptor LGR2 (rickets). bursicon-stimulated, 4 h. inhibition, % at 9.99 µM. hit rate 0.35% among 380,000. AID 720647, 2013;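 active means drop in luminescence signal, shown as inhibition above about 50% in the replicate tests, limit read from the data, passing the limit was not always enough; inconclusive means probably only some replicates passing the limit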;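 further: agonist challenge used bursicon conditioned medium at about half maximal strength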
EWS-Fli inh = EWS/Fli-driven NR0B1 reporter inhibitors, primary screen, A673 cells, NR0B1 luciferase, luminescence, MLPCN library; hit rate 0.67% among 350,000; viability-normalised; inhibition, % at 12.6 µM;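 active means mean inhibition of at least 50% after viability correction, with every replicate also passing that limit; inconclusive means mean reaches 50% but only one of two replicates passes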;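 further: firefly luciferase signal divided by Alamar Blue viability fluorescence both relative to DMSO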
ARNT TACC3 PPI = disruptors of ARNT/TACC3 protein interaction, primary screen, biochemical, AlphaScreen, single concentration; hit rate 0.66% among 390,000; inhibition, % at 9.99 µM; AlphaScreen His-ARNT PAS-B/GST-TACC3 binding, luminescence; TACC3 fragment carries E629A point mutation; Transforming acidic coiled-coil-containing protein 3 (Homo sapiens), Q9Y6A5;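 active means mean inhibition of replicates at least 50% and at least half of replicates each reaching 50%; inconclusive means half or more replicates reach 50% but mean below 50%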;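 further: 0% = complete ARNT plus TACC3 wells and 100% = ARNT alone without TACC3; many hits fall short of the cut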
DENV2 CPE = inhibitors of DENV2 cytopathic effect, primary screen, cell-based, plate reader, single concentration; DENV2-infected cells, cytopathic effect rescue; hit rate 1.7% among 350,000; CPE inhibition, % at 9.99 µM; AID 651640, 2012; in the data active means CPE inhibition above about 20%, passing the limit was not always enough; inconclusive means no clear call, values can overlap the other calls; tested in BHK-21 cells;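 further: 0% = median of neutral control wells and 100% = median of positive control wells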
CASP6 VEID inh = human caspase-6 inhibitors, primary screen, biochemical, VEID-R110 fluorescence, single point, set 2; P55212; purified caspase-6, Z-VEID-R110 cleavage fluorescence; inhibition, % at 12.5 µM; hit rate 0.53% among 350,000; AID 686996, 2013;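 active means mean inhibition across replicates at least about 35%, with every replicate also reaching that limit, limit read from the data; inconclusive means only one of the two criteria met; inactive means neither criterion met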;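 further: 0% = median of neutral control wells and 100% = no fluorescence left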
Target sequence (P55212 24-179 limits assumed): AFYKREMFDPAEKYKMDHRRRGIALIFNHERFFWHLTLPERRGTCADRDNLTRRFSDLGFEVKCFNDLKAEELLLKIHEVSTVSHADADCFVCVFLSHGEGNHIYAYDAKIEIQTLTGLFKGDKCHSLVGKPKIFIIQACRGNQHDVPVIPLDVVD
Target sequence (P55212 194-293 limits assumed): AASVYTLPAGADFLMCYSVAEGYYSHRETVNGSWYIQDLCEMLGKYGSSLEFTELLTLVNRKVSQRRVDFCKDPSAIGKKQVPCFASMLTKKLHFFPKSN
SIRT5 inh = SIRT5 desuccinylase inhibitors, primary screen, biochemical, fluorescence imaging, single point, set 5. inhibition, % at 15 µM. Purified SirT5, succinyl-peptide AMC, trypsin-coupled fluorescence. AID 652115, 2013. hit rate 1.1% among 330,000; in the data active means inhibition above about 15%; inconclusive means no clear call, values can overlap the other calls
Target sequence (Q9NXA8 whole entry, looked up): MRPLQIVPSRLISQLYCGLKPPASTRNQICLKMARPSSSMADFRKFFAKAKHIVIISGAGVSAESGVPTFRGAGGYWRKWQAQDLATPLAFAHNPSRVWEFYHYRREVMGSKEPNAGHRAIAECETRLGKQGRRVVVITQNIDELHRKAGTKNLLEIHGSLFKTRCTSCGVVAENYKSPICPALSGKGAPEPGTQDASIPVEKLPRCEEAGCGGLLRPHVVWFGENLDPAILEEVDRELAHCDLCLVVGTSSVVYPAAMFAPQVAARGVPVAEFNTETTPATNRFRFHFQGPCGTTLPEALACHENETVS
PAX8 reporter = inhibitors of PAX8-driven TPO luciferase reporter, primary screen, RMG-I cells, single concentration; SteadyGlo, 24 h; inhibition, % at 12.6 µM; hit rate 1.2% among 360,000;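 active means mean replicate inhibition at least 60% with every replicate also reaching 60%; inconclusive means only one of the two criteria is met; inactive means mean below 60% and not all replicates reaching 60%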;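 further: luciferase light reporting Pax8 driven TPO promoter activity; plate controls were median of neutral control wells for no effect and mitoxantrone controls for full effect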
Active calls of the source: *; u = inconclusive; x = not tested or not shown. Compounds were not picked by outcome. About 4.9% of those tested had a hit in this group.

The first two entries, ahead of the listing:
canonical_smiles,LGR2 antag,EWS-Fli inh,ARNT TACC3 PPI,DENV2 CPE,CASP6 VEID inh,SIRT5 inh,PAX8 reporter
Cc1csc(SCC(=O)Nc2ccc(F)cc2Cl)n1,-5,-2,x,4,-1,-3,-1
C[C@H]1CN([C@@H](C)CO)C(=O)c2cccc(NC(=O)C3CCOCC3)c2O[C@H]1CN(C)C(=O)Nc1ccc(F)cc1,9,1,-10,-4,0,-11,-6

The listing (from the top)
canonical_smiles,LGR2 antag,EWS-Fli inh,ARNT TACC3 PPI,DENV2 CPE,CASP6 VEID inh,SIRT5 inh,PAX8 reporter
Cc1csc(SCC(=O)Nc2ccc(F)cc2Cl)n1,-5,-2,x,4,-1,-3,-1
C[C@H]1CN([C@@H](C)CO)C(=O)c2cccc(NC(=O)C3CCOCC3)c2O[C@H]1CN(C)C(=O)Nc1ccc(F)cc1,9,1,-10,-4,0,-11,-6
COc1ccc(OC)c(C(=O)COC(=O)COc2ccccc2F)c1,-17,1,-1,-7,0,-3,-8
C=CCN1C(=O)c2ccccc2Sc2ccc(C(=O)NC(C)C)cc21,0,7,8,0,2,-2,1
COc1ccc(S(=O)(=O)N(C)C[C@H]2Oc3c(NC(=O)C4CCOCC4)cccc3C(=O)N([C@H](C)CO)C[C@@H]2C)cc1,-23,-5,1,x,-3,0,x
Cc1ccc(/C=C/C(=O)Nc2ccc(S(=O)(=O)Nc3onc(C)c3C)cc2)cc1,2,8,-3,0,-2,2,-8
O=C(CSc1nc(-c2ccc(F)cc2)cc(C(F)(F)F)n1)NCCN1CCOCC1,13,x,-2,x,1,-3,x
Cc1ccc2sc(NNC(=O)C3COc4ccccc4O3)nc2c1C (stereo unspecified),-18,-49,17,u,3,x,-7
Cc1ccc(S(=O)(=O)NCCc2ccncc2)cc1C,6,6,-14,-12,-7,-1,15
Cc1ccc(-c2ccc([C@@H]3[C@H](CO)N4C(=O)CN(C(=O)NC(C)C)C[C@@H]34)cc2)cc1,3,-2,x,-1,2,0,10
C[C@H]1CN([C@@H](C)CO)C(=O)c2cc(C#Cc3cccc(F)c3)cnc2O[C@H]1CN(C)CC1CCCC1,4,-3,0,-3,2,-4,x
Cc1cc([N+](=O)[O-])nn1CC(=O)N1N=C(C(F)F)CC1(O)C(F)F (stereo unspecified),19,1,2,-3,-1,-3,-3
CCOc1ccc(Br)cc1S(=O)(=O)Nc1cccc(S(=O)(=O)N(CC)CC)c1,-35,x,-1,x,x,x,1
O=C1Nc2ccccc2/C1=C/c1cnc(-c2ccccc2)[nH]1,-33,-105,2,-2,-2,0,-51
CC(C)NC(=O)N(C)C[C@@H]1OCCCC[C@H](C)Oc2ccc(NC(=O)Nc3ccc(F)cc3)cc2C(=O)N([C@H](C)CO)C[C@@H]1C,16,2,-3,-1,0,2,13
COc1ccccc1-c1cnc(C(O)c2c(C)cccc2C)[nH]1 (stereo unspecified),10,-4,x,3,0,6,-4
CC(NC(=O)c1ccc(S(=O)(=O)C(F)F)cc1)c1ccccc1 (stereo unspecified),-12,4,-3,3,1,-2,12
CC(Nc1nc(-c2ccc(F)cc2)cs1)c1nc2cc(C(F)(F)F)ccc2n1CCOCCO (stereo unspecified),-12,-13,-2,7,3,1,-13
CCCN(C)C[C@@H]1Oc2cc(-c3cccc(OC)c3)ccc2S(=O)(=O)N([C@H](C)CO)C[C@@H]1C,3,9,2,1,1,-1,x
COCC(=O)N1[C@@H](C#N)[C@H](c2ccc(C#CCC3CCCC3)cc2)[C@@H]1CO,-20,-3,-1,1,-1,x,-12
COc1ccccc1OCC(=O)NCCSCc1ccc(Cl)cc1,2,0,8,-2,2,x,8
COC(=O)c1cccn(CC(=O)c2ccc(Cl)cc2)c1=O,-1,6,-7,-3,-3,-1,2
CO[C@H]1CN(C)C(=O)c2ccc(NC(=O)c3ccccc3)cc2OC[C@H](C)N(C)C[C@H]1C,-19,2,-7,-3,1,-13,5
O=C(C[C@@H]1CC[C@H]2[C@@H](COC[C@H](O)CN2Cc2ccc(Cl)cc2)O1)NCc1cccc(F)c1,11,x,1,-3,1,-8,x
Cc1ccc(C(=O)NN=C2CCCCCC2)s1,7,x,x,u,-2,-4,-30
Cc1cc([N+](=O)[O-])nn1CC(=O)Nc1ccc(Cc2ccncc2)cc1,x,3,0,x,-3,-2,-2
COc1cc(OC)cc(C(=O)OCC(=O)c2cc(C)n(CC3CCCO3)c2C)c1 (stereo unspecified),-48,-3,x,-2,0,-4,-65
O=C(Cn1cc([N+](=O)[O-])cn1)N1CCN(Cc2ccc3c(c2)OCO3)CC1,-3,4,-1,-2,-1,0,7
CSCCC(NC(=O)COc1ccccc1)C(=O)N(C)Cc1ccc(SC)cc1 (stereo unspecified),11,1,1,1,4,2,12
CC(Sc1ncnc2sccc12)C(=O)Nc1ccc(S(N)(=O)=O)cc1 (stereo unspecified),4,-1,-2,u,19,x,15
O=C1C=CC(=O)N1CCCCCCCCCCN1C(=O)C=CC1=O,12,37,1,3,0,-5,68*
C[C@H](NC(=O)C[C@@H]1CC[C@H]2[C@@H](COc3ccc(NC(=O)C4CCOCC4)cc3C(=O)N2C)O1)c1ccccc1,1,-1,2,0,-2,-3,3
Cc1noc(C)c1S(=O)(=O)N(C)C[C@H]1Oc2ccc(NC(=O)CCN3CCOCC3)cc2CC(=O)N([C@H](C)CO)C[C@H]1C,11,28,x,-2,-13,x,20
COc1ccccc1-c1cnc2c(c1)C(=O)N([C@H](C)CO)C[C@H](C)[C@@H](CN(C)CC1CCOCC1)O2,12,-6,-2,-3,2,-3,-17
C[C@H]1CN([C@@H](C)CO)C(=O)c2cccc(NC(=O)NC3CCCCC3)c2O[C@H]1CN(C)Cc1ccc(Oc2ccccc2)cc1,18,-14,10,u,2,1,x
O=C(Oc1cccc(C(=S)N2CCOCC2)c1)c1ccc([N+](=O)[O-])cc1[N+](=O)[O-],11,7,2,3,-4,101*,-8
CN(/N=C/c1ccc(N(C)C)cc1)C1=NS(=O)(=O)c2ccccc21,3,22,0,2,-2,-1,36
Cc1noc(C)c1S(=O)(=O)N(C)C[C@H]1OCCCC[C@H](C)Oc2ccc(NS(=O)(=O)c3ccc(F)cc3)cc2C(=O)N([C@H](C)CO)C[C@@H]1C,-9,5,8,-11,x,x,-2
CCOC(=O)[C@]12CCC=C1N(Cc1ccc(Cl)cc1Cl)C(=O)[C@H](CC(=O)N1CCCC1)C2,4,4,x,3,-2,x,7
CCCCNC(=S)NNC(=O)c1ccncc1,2,13,-3,0,-2,2,6
Cc1c(C(=O)N2CCN(c3ccc([N+](=O)[O-])cc3)CC2)sc2ncn(CC(=O)N3CCOCC3)c(=O)c12,14,25,3,9,3,6,13
CC(=O)Oc1ccc(/C=N/NC(=O)c2ccc(N(C)S(=O)(=O)c3ccccc3)cc2)cc1,6,10,13,u,1,-1,-9
O=C(Nc1cccc(F)c1)c1coc(=O)c(Br)c1,-18,5,24,-7,52*,-2,12
CCOc1ccccc1NC(=O)COC(=O)CSc1ccc(Cl)cc1,1,-5,-7,7,9,6,-2
Fc1ccc(-c2nc3c4ccccc4ccn3c2Cc2cccc(F)c2)cc1,11,-7,x,-2,-3,-3,15
Cn1c(=O)[nH]c(=O)c2c1nc([N+](=O)[O-])n2Cc1ccccc1,u,31,10,u,14,0,101*
Cc1noc(C)c1S(=O)(=O)Nc1ccc2c(c1)C(=O)N([C@@H](C)CO)C[C@@H](C)[C@@H](CN(C)C(=O)CCC(F)(F)F)OCCCC[C@@H](C)O2,11,3,4,-4,1,4,5
COC(=O)c1c(C)oc(C)c1S(=O)(=O)N(C)C1CCCCC1,5,-9,x,2,-6,0,11
C[C@@H]1CN([C@H](C)CO)C(=O)c2cc(NC(=O)CCN3CCOCC3)ccc2O[C@@H]1CN(C)C(=O)NC1CCCCC1,-19,-4,-13,14,1,1,10
Cn1c(=O)c(-c2ccccc2[N+](=O)[O-])c(Cl)c2ccccc21,x,-2,-1,-7,1,-4,22

New compounds follow:
canonical_smiles,LGR2 antag,EWS-Fli inh,ARNT TACC3 PPI,DENV2 CPE,CASP6 VEID inh,SIRT5 inh,PAX8 reporter
Cc1ccc(S(=O)(=O)CCC(=O)OCC(=O)Nc2cc(S(=O)(=O)N3CCOCC3)ccc2C)cc1,1,3,-1,-1,-1,-3,x
COc1cccc(C2N=C(c3ccccc3C)NO2)c1OC (stereo unspecified),-86,-122,15,1,1,-1,-114
CCOC(=O)Nc1cc(N)ncn1,-3,-9,-12,-3,1,-2,-8
Cc1ccc(C2N(c3cccc(Cl)c3)C(=O)N3CCCN23)cc1 (stereo unspecified),x,-2,-3,-1,2,0,-9
O=C(CSc1nnnn1C1CCCCC1)N1CCCC1,5,-6,-4,5,-1,1,x
O=C(COC(=O)c1cc(=O)[nH]c2ccccc12)NCc1ccccc1,9,4,-1,8,-2,-2,-9
Cc1ccc(-c2nc(N3CCOCC3)sc2C(=O)N2CCCCC2)cc1,8,-2,2,-1,-3,1,-3
Cc1cccc(-n2ncc3c(=O)[nH]c(SCC(=O)N4CC(=O)Nc5ccccc54)nc32)c1,13,8,-3,14,-2,-1,10
COC(=O)C[C@@H]1C[C@@H]2c3cc(NC(=O)CN(C)C)ccc3O[C@@H]2[C@@H](CO)O1,-14,-8,-2,8,-1,2,-7
COc1ccc(NC(=O)N(C)C[C@H]2OCCCC[C@H](C)Oc3ccc(NC(=O)C4CCCCC4)cc3C(=O)N([C@@H](C)CO)C[C@H]2C)cc1,35,-4,1,5,1,-7,x
COc1ccc(-n2nnc3c(SCC(=O)Nc4ccccc4F)ncnc32)cc1,0,5,-16,u,0,0,8
CN(C)C(=O)c1ccc(-c2ccc3c(c2)[C@@H]2[C@@H](CCN2C(=O)c2ccccn2)[C@@H](CO)N3)cc1,-11,-13,17,-3,x,x,9
Cc1ccc(C(=O)C(C)OC(=O)CCS(=O)(=O)c2ccc(C)cc2)cc1 (stereo unspecified),19,2,-5,-9,3,-3,-3
COc1cccc(CN(C)C(=O)C2CC(=O)N(c3ccc4c(c3)OCCO4)C2)c1 (stereo unspecified),-4,-1,-3,-1,1,0,3
COc1cc(C(=O)OCC(=O)N2CCCC2)cc2c1OCCO2,7,-5,-12,4,0,12,-3
Brc1cccc(CNCC2CCCO2)c1 (stereo unspecified),4,7,2,-3,-5,4,-32
C[C@@H]1CN([C@@H](C)CO)C(=O)c2cccc(NC(=O)C3CCOCC3)c2O[C@H]1CN(C)Cc1ccc2c(c1)OCO2,-12,-15,x,x,x,x,-1
O=C(Nc1ccc(Cl)cc1)C1Cc2c(-c3ccc(Cl)cc3)ccnc2O1 (stereo unspecified),19,-2,x,-2,-1,2,21
N#CC1=C(S)N(c2ccc(F)cc2)C(c2ccco2)NC1=O (stereo unspecified),-12,6,7,-5,8,2,-10
Cc1ccc(-c2nc(CN(Cc3c(C)nn(C)c3C)C(C)C)c(C)o2)o1,-16,14,-12,x,-2,-6,4
Cc1ccccc1Nc1nc(N)nc(-c2oc3ccccc3c2C)n1,-120,-106,-4,69*,-12,-4,-131
COCC(=O)Nc1ccc2c(c1)[C@H]1C[C@@H](CC(=O)NC3CCCC3)O[C@@H](CO)[C@H]1O2,5,-8,-1,u,-2,-5,-7
C[C@H](CO)N1C[C@H](C)[C@H](CN(C)Cc2ccc(F)cc2)Oc2ncc(/C=C/c3ccccc3)cc2C1=O,15,8,12,-2,2,-4,22
